Screening results (PubChem)
LYP inhibition – PTPN22 lymphoid phosphatase activity blockers – biochemical, fluorescence intensity, uHTS (AID 1779) | inhibition, % at 11.5 µM; hits with a dose series show IC50 in µM | hit rate 0.054% among 290,000 | recombinant LYP phosphatase, fluorescence intensity; higher % means a stronger effect;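 also: plate controls were vehicle with enzyme for no effect and no enzyme for full effect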
P. falciparum M1AAP – P. falciparum M1AAP inhibitors, biochemical, fluorogenic H-Leu-NHMec substrate, 1536-well (AID 1445) | hit rate 0.42% among 220,000 | inhibition, % at 30 µM; hits with a dose series show IC50 in µM | recombinant M1AAP, H-Leu-NHMec fluorogenic kinetic assay; higher % means a stronger effect;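 active = primary inhibition above the hit cutoff, then over 50% inhibition at one or more dose response concentrations, cut at about 23% in these data, passing the limit was not always enough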;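 also: plate controls were DMSO full reaction for no effect and no enzyme background for full effect; strong numbers were not always called active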
Dynein transport – dynein cargo transport inhibition. hit rate 0.47% among 220,000. 3617.4 mouse cells, GR-EGFP nuclear translocation imaging; test concentration mostly 20 µM; stimulated with dexamethasone, 1 µM; active compounds read low. z-score, hits read low;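 active = plate z-score of nuclear minus cytoplasmic receptor signal below a set negative limit, without overly bright fluorescence or cell loss, cut at about -3.5 in these data, passing the limit was not always enough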;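 also: z-score of nuclear minus cytoplasmic ring GR-EGFP intensity difference per well; some compounds called inactive have numbers as strong as hits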
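medium = tetracycline-free induction medium containing charcoal-stripped FBS | probe or stimulus = dexamethasone, 1.0 µM final | timing = 48 h induction, then 1 h compound, then 30 min agonist, 37 °C | detection = automated 10x imaging of fixed Hoechst-stained cells | read-out basis = nuclear versus cytoplasmic GR-EGFP signal, averaged per well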
human PMI inhibitors – human PMI inhibitors, high substrate, primary screen, biochemical, fluorescence intensity, high mannose 6-phosphate (AID 1220). recombinant PMI enzyme, coupled fluorescence intensity; higher % means a stronger effect. inhibition, % at 20 µM, or IC50 in µM where a hit was titrated. hit rate 0.66% among 190,000
M17LAP inhibition – P. falciparum M17LAP inhibitors, primary screen, biochemical, fluorogenic H-Leu-NHMec substrate, 1536-well (AID 1619); recombinant M17LAP, H-Leu-NHMec fluorogenic kinetic assay; higher % means a stronger effect; hit rate 0.38% among 220,000; inhibition, % at 30 µM, or IC50 in µM where a hit was titrated;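 active = compound inhibiting the enzyme by more than half at any dose during confirmatory dose-response retesting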;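 also: plate controls were full reaction with DMSO carrier for no effect and no enzyme background for full effect; strong numbers were not always called active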
PMI inhibitors – inhibitors of human PMI, primary screen, biochemical, fluorescence intensity, coupled assay (AID 1209); purified PMI enzyme, coupled fluorescence intensity; higher % means a stronger effect; inhibition, % at 20 µM, or IC50 in µM where a hit was titrated; hit rate 0.42% among 190,000;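 also: plate controls were DMSO vehicle for no effect and wells lacking substrate for full effect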
XIAP displacement – small molecules displacing peptide from XIAP – biochemical, IAP family, fluorescence polarization (AID 1018); XIAP BIR domain, fluorescence polarization peptide displacement; higher % means a stronger effect; displacement, % at 20 µM; hits with a dose series show IC50 in µM; hit rate 0.007% among 200,000; in the data active = displacement above about 50%; also: a part of the inactive calls stands beside numbers as strong as those of hits
AID2073 – disruptors of CaV2.2 binding to Mint1 – biochemical, HTRF (AID 2073). HTRF protein-protein interaction, Mint1-CaV2.2; higher % means a stronger effect. one-dose inhibition, % at 20 µM; IC50 in µM for titrated hits. hit rate 0.19% among 290,000; in the data active = inhibition mostly above about 51%, no sharp cut-off; also: some results filed as inactive read as strong as hits
Siah-1 displacement – blockers of Siah-1 interaction with plectin peptide – biochemical, fluorescence polarization, rhodamine-plectin, uHTS, primary screen (AID 1817); hit rate 0.02% among 290,000; Siah-1 / rhodamine-plectin peptide fluorescence polarization; higher % means a stronger effect; displacement, % at 20 µM; hits with a dose series show IC50 in µM;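 active = displacement of at least 50% at 20 µM, with a fluorescence ratio check between 0.3 and a set limit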;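 also: plate controls were Siah plus tracer with DMSO for no effect and tracer alone without Siah for full effect; strong numbers were not always called active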
Dynein transport cytoplasmic EGFP – second read-out of Dynein transport, no call of its own (marks repeat the call); z-score; measured here: cytoplasmic GR-EGFP intensity; active compounds read high
Dynein transport nuclear GR-EGFP – also measured in Dynein transport; calls as there; z-score; measured here: nuclear GR-EGFP intensity;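 lower value marks the stronger effect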
Dynein transport cell count – also measured in Dynein transport; calls as there; z-score; measured here: cell count per field
Numbers without * were called inactive. Rule as the data show it, unless noted: active = inhibition above about 50%; inactive = the rest. Compounds were not picked by outcome; 2.1% or so of the library scored in one or more.

What do the screens show for `COc1ccc(CCNC(=S)NC(=O)c2ccccc2)cc1OC`?
LYP inhibition: -5%; P. falciparum M1AAP: 10%; Dynein transport: -0.29; human PMI inhibitors: 0%; M17LAP inhibition: 9%; PMI inhibitors: 2%; XIAP displacement: -5.1%; AID2073: -7%; Siah-1 displacement: -5%; Dynein transport cytoplasmic EGFP: 0.068; Dynein transport nuclear GR-EGFP: -0.19; Dynein transport cell count: 0.17

How did COCCNCC(=O)Nc1ccccc1Sc1ccccc1 do in these assays?
LYP inhibition: -3%; P. falciparum M1AAP: -1%; Dynein transport: -0.4; human PMI inhibitors: 5%; M17LAP inhibition: 13%; PMI inhibitors: 16%; XIAP displacement: -11%; AID2073: 2%; Siah-1 displacement: 3%; Dynein transport cytoplasmic EGFP: -0.24; Dynein transport nuclear GR-EGFP: -0.49; Dynein transport cell count: 0.26

How did C/C(=N\N1C(=O)c2ccccc2NC1c1ccco1)c1ccccc1O (stereo unspecified) do in these assays?
LYP inhibition: 0%; P. falciparum M1AAP: 5%; Dynein transport: -0.65; human PMI inhibitors: -14%; M17LAP inhibition: 0%; PMI inhibitors: -13%; XIAP displacement: -3.3%; AID2073: 6%; Siah-1 displacement: -4%; Dynein transport cytoplasmic EGFP: -0.25; Dynein transport nuclear GR-EGFP: -0.33; Dynein transport cell count: 0.78

What do the screens show for `CCNC(=S)N/N=C(\C)c1cccc([N+](=O)[O-])c1`?
LYP inhibition: -1%; P. falciparum M1AAP: 0%; Dynein transport: -1.1; human PMI inhibitors: -7%; M17LAP inhibition: 0%; PMI inhibitors: -4%; XIAP displacement: -0.1%; AID2073: -9%; Siah-1 displacement: -4%; Dynein transport cytoplasmic EGFP: -0.29; Dynein transport nuclear GR-EGFP: -0.87; Dynein transport cell count: 1.1

What do the screens show for `COc1ccc(/C=N/NC(=O)C(=O)N2CCCC2)cc1OC`?
LYP inhibition: -6%; P. falciparum M1AAP: 2%; Dynein transport: 0.12; human PMI inhibitors: 15%; M17LAP inhibition: 10%; PMI inhibitors: 20%; XIAP displacement: -11%; AID2073: 8%; Siah-1 displacement: 4%; Dynein transport cytoplasmic EGFP: -0.24; Dynein transport nuclear GR-EGFP: 0.2; Dynein transport cell count: 0.098

Results for CCOC(=O)c1c(NC(=O)CSc2nnnn2C)sc(CC)c1C ?
LYP inhibition: 24%; P. falciparum M1AAP: 7%; Dynein transport: 0.22; human PMI inhibitors: 2%; M17LAP inhibition: 4%; PMI inhibitors: 2%; XIAP displacement: -2.0%; AID2073: -5%; Siah-1 displacement: 3%; Dynein transport cytoplasmic EGFP: -0.17; Dynein transport nuclear GR-EGFP: 0.93; Dynein transport cell count: -0.036

Results for CCOC(=O)c1c(-c2ccccc2)csc1NC(=O)C1CCCO1 (stereo unspecified) ?
LYP inhibition: 0%; P. falciparum M1AAP: 0%; Dynein transport: -0.22; human PMI inhibitors: 0%; M17LAP inhibition: 17%; PMI inhibitors: 2%; XIAP displacement: -0.2%; AID2073: -19%; Siah-1 displacement: -4%; Dynein transport cytoplasmic EGFP: -0.22; Dynein transport nuclear GR-EGFP: 0.17; Dynein transport cell count: 0.7

How did COC(=O)/C(C#N)=C/c1c(Oc2cccc(C)c2)nc2ccccn2c1=O do in these assays?
LYP inhibition: -5%; P. falciparum M1AAP: 7%; Dynein transport: 1.7; M17LAP inhibition: -6%; AID2073: -2%; Siah-1 displacement: -2%; Dynein transport cytoplasmic EGFP: -0.22; Dynein transport nuclear GR-EGFP: 1.4; Dynein transport cell count: -1.5

How did CCOCCCNC(=O)c1ccc2c(c1)N=C(CC)c1cc(Br)ccc1S2 do in these assays?
LYP inhibition: -1%; P. falciparum M1AAP: 13%; Dynein transport: 0.11; human PMI inhibitors: 11%; M17LAP inhibition: -1%; PMI inhibitors: 11%; XIAP displacement: -3.9%; AID2073: 9%; Siah-1 displacement: 0%; Dynein transport cytoplasmic EGFP: -0.25; Dynein transport nuclear GR-EGFP: 0.068; Dynein transport cell count: -0.18

Results for O=C(CC1(O)C(=O)Nc2ccccc21)c1ccc(-n2cnnn2)cc1 (stereo unspecified) ?
LYP inhibition: 0%; P. falciparum M1AAP: -8%; Dynein transport: -0.89; human PMI inhibitors: 3%; M17LAP inhibition: 3%; PMI inhibitors: -4%; XIAP displacement: -4.0%; AID2073: 2%; Siah-1 displacement: 3%; Dynein transport cytoplasmic EGFP: -0.25; Dynein transport nuclear GR-EGFP: -0.55; Dynein transport cell count: 1.5

Compounds listed so far that contain an aryl methoxy group (2):
What do the screens show for `COc1ccc(CCNC(=S)NC(=O)c2ccccc2)cc1OC`?
LYP inhibition: -5%; P. falciparum M1AAP: 10%; Dynein transport: -0.29; human PMI inhibitors: 0%; M17LAP inhibition: 9%; PMI inhibitors: 2%; XIAP displacement: -5.1%; AID2073: -7%; Siah-1 displacement: -5%; Dynein transport cytoplasmic EGFP: 0.068; Dynein transport nuclear GR-EGFP: -0.19; Dynein transport cell count: 0.17

What do the screens show for `COc1ccc(/C=N/NC(=O)C(=O)N2CCCC2)cc1OC`?
LYP inhibition: -6%; P. falciparum M1AAP: 2%; Dynein transport: 0.12; human PMI inhibitors: 15%; M17LAP inhibition: 10%; PMI inhibitors: 20%; XIAP displacement: -11%; AID2073: 8%; Siah-1 displacement: 4%; Dynein transport cytoplasmic EGFP: -0.24; Dynein transport nuclear GR-EGFP: 0.2; Dynein transport cell count: 0.098

More structures follow:
How did C/C(=N\NC(=O)CCc1ccc(S(=O)(=O)N2CCOCC2)cc1)c1ccccc1Cl do in these assays?
LYP inhibition: -3%; P. falciparum M1AAP: -1%; Dynein transport: 0.026; human PMI inhibitors: 10%; M17LAP inhibition: -1%; PMI inhibitors: 6%; XIAP displacement: -6.1%; AID2073: -8%; Siah-1 displacement: 0%; Dynein transport cytoplasmic EGFP: -0.36; Dynein transport nuclear GR-EGFP: -0.22; Dynein transport cell count: 0.78

What do the screens show for `CCn1c(SCC(=O)NCC2CCCO2)nnc1-c1ccc(Cl)cc1` (stereo unspecified)?
LYP inhibition: -6%; P. falciparum M1AAP: 1%; Dynein transport: 0.65; human PMI inhibitors: 1%; M17LAP inhibition: -4%; PMI inhibitors: 4%; XIAP displacement: -2.3%; AID2073: -2%; Siah-1 displacement: 1%; Dynein transport cytoplasmic EGFP: -0.099; Dynein transport nuclear GR-EGFP: 0.56; Dynein transport cell count: -0.72

What do the screens show for `CCN(CC)c1ncnc2sc(C(=O)N3CCN(c4ccccc4)CC3)c(C)c12`?
LYP inhibition: 0%; P. falciparum M1AAP: 4%; Dynein transport: 1.1; human PMI inhibitors: 6%; M17LAP inhibition: 7%; PMI inhibitors: 7%; XIAP displacement: -4.7%; AID2073: 7%; Siah-1 displacement: 2%; Dynein transport cytoplasmic EGFP: -0.11; Dynein transport nuclear GR-EGFP: 0.74; Dynein transport cell count: 0.011

How did COc1cc(/C=C/c2ccc3c(Br)cc(Br)c(O)c3n2)ccc1O do in these assays?
LYP inhibition: -1%; P. falciparum M1AAP: 4%; Dynein transport: -0.75; M17LAP inhibition: 33%; AID2073: 57%*; Siah-1 displacement: -10%; Dynein transport cytoplasmic EGFP: 0.27; Dynein transport nuclear GR-EGFP: -0.3; Dynein transport cell count: 0.75

Results for Cc1cccc(NC(=O)CSc2ccc(-c3ccco3)nn2)c1 ?
LYP inhibition: 6%; P. falciparum M1AAP: 8%; Dynein transport: 0.45; human PMI inhibitors: 6%; M17LAP inhibition: 18%; PMI inhibitors: 18%; XIAP displacement: -9.5%; AID2073: 28%; Siah-1 displacement: 4%; Dynein transport cytoplasmic EGFP: -0.19; Dynein transport nuclear GR-EGFP: 0.79; Dynein transport cell count: -0.91

How did Cn1cc(Br)c(-c2cccc(NC(=O)CCC(=O)O)c2)n1 do in these assays?
LYP inhibition: 1%; P. falciparum M1AAP: 5%; Dynein transport: -0.083; M17LAP inhibition: -3%; AID2073: 3%; Siah-1 displacement: -2%; Dynein transport cytoplasmic EGFP: -0.26; Dynein transport nuclear GR-EGFP: -0.27; Dynein transport cell count: 0.92

What do the screens show for `CCn1nc(C)cc1C(=O)Sc1cccc(Cl)c1`?
LYP inhibition: -4%; P. falciparum M1AAP: 0%; Dynein transport: -3.5*; M17LAP inhibition: -7%; AID2073: -28%; Siah-1 displacement: -2%; Dynein transport cytoplasmic EGFP: 0.22*; Dynein transport nuclear GR-EGFP: -1.7*; Dynein transport cell count: 0.34*

How did CCN(CC)c1ccc(/C=N/N2CCN(Cc3ccc(C)cc3C)CC2)c(O)c1 do in these assays?
LYP inhibition: 1%; P. falciparum M1AAP: 10%; Dynein transport: 1.6; human PMI inhibitors: 40%; M17LAP inhibition: 2%; PMI inhibitors: 29%; XIAP displacement: -4.9%; AID2073: -15%; Siah-1 displacement: 0%; Dynein transport cytoplasmic EGFP: -0.24; Dynein transport nuclear GR-EGFP: 0.55; Dynein transport cell count: -0.99

How did O=C(Nc1ccon1)c1ccccc1Cl do in these assays?
LYP inhibition: 2%; P. falciparum M1AAP: 11%; Dynein transport: -0.88; human PMI inhibitors: 6%; M17LAP inhibition: -6%; PMI inhibitors: 14%; XIAP displacement: -11%; AID2073: -4%; Siah-1 displacement: 2%; Dynein transport cytoplasmic EGFP: -0.18; Dynein transport nuclear GR-EGFP: -0.41; Dynein transport cell count: 1.3

What do the screens show for `COc1ccc(NC(=O)c2cccc(Cn3cc(Br)cn3)c2)cn1`?
LYP inhibition: -1%; P. falciparum M1AAP: 4%; Dynein transport: 0.67; human PMI inhibitors: 16%; M17LAP inhibition: 0%; PMI inhibitors: 11%; XIAP displacement: -2.4%; AID2073: 1%; Siah-1 displacement: 1%; Dynein transport cytoplasmic EGFP: -0.24; Dynein transport nuclear GR-EGFP: 0.27; Dynein transport cell count: -0.58

How did O=C(Nc1cccnc1)c1cc2cc(Br)ccc2oc1=O do in these assays?
LYP inhibition: 43%; P. falciparum M1AAP: -5%; Dynein transport: -0.33; human PMI inhibitors: -10%; M17LAP inhibition: 2%; PMI inhibitors: -5%; XIAP displacement: -8.6%; AID2073: 0%; Siah-1 displacement: 17%; Dynein transport cytoplasmic EGFP: -0.26; Dynein transport nuclear GR-EGFP: 0.48; Dynein transport cell count: -0.48
